# High-throughput results as filed in PubChem.
# PhoP inhibition: inhibitors of PhoP regulon expression, primary screen, Salmonella Typhimurium, GFP reporter (AID 1863); S. Typhimurium PhoP-regulated promoter GFP reporter, 4 h; higher % means a stronger effect; inhibition, % at 50 µM; hits with a dose series show IC50 in µM; 0.16% of 300,000 active;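 active = inhibition over 29.93%, a cutoff 3 SD above the screen mean, later confirmed by dose response; inconclusive = inhibition over 29.93% but no dose response follow-up; inactive = inhibition at most 29.93% or unconfirmed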;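 note: 0% = low Mg2+ inducing control and 100% = high Mg2+ repressing control; strong numbers were not always called active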
# GPR35 arrestin U2OS: GPR35 antagonists blocking zaprinast-driven arrestin recruitment, primary screen, imaging, U2OS, beta-arrestin-GFP, zaprinast agonist (AID 2058) | G-protein coupled receptor 35 (Homo sapiens) | U2OS GPR35 beta-arrestin-GFP translocation imaging, zaprinast antagonism; higher % means a stronger effect | one-dose inhibition, % at 10 µM; IC50 in µM for titrated hits | 0.052% of 290,000 active;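 active = inhibition of at least 50% with at least 30 cells and total cytoplasm GFP at most 10,000,000; inconclusive = under 30 cells or total GFP of 10,000,000 plus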
# LYP inhibition: inhibitors of LYP phosphatase, biochemical, fluorescence intensity, uHTS (AID 1779). inhibition, % at 11.5 µM, or IC50 in µM where a hit was titrated. 0.054% of 290,000 active. recombinant LYP phosphatase, fluorescence intensity; higher % means a stronger effect; in the data active = inhibition above about 50%;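 note: plate controls were vehicle with enzyme for no effect and no enzyme for full effect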
# Rac1 GTP hydrolysis: MgcRacGAP GTPase-activating activity inhibitors, confirmation, biochemical, ADP Hunter fluorescence; inhibition, % at 30 µM, or IC50 in µM where a hit was titrated; MgcRacGAP-stimulated Rac1 GTP hydrolysis, ADP Hunter fluorescence; higher % means a stronger effect; GST-tagged Rac1 F28L mutant substrate; 0.6% of 340,000 active;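 active = first-screen hits whose inhibition reached a set limit at any dose in the follow-up dose series; inconclusive = inhibition above the set first-screen limit but never retested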;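 note: fluorescence reports GDP produced by GAP-driven GTP hydrolysis; strong numbers were not always called active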
# HIV peptide binding: inhibitors of HIV fusion peptide binding, primary screen, biochemical, uHTS, fluorescence dequenching (AID 1986); cell-free peptide binding, fluorescence dequenching, 30 min; higher % means a stronger effect; inhibition, % at 20 µM, or IC50 in µM where a hit was titrated; 0.3% of 290,000 active; in the data active = inhibition mostly above about 52%, no sharp cut-off; inactive = mostly below about 76%; note: some results filed as inactive read as strong as hits
# SIAH1 antagonists: Siah-1 peptide-binding antagonists, primary screen, biochemical, fluorescence polarization, rhodamine-plectin, uHTS (AID 1817) | displacement, % at 20 µM, or IC50 in µM where a hit was titrated | Siah-1 / rhodamine-plectin peptide fluorescence polarization; higher % means a stronger effect | 0.02% of 290,000 active | E3 ubiquitin-protein ligase SIAH1 (Homo sapiens);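 active = displacement of at least 50% at 20 µM, with a fluorescence ratio check between 0.3 and a set limit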;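 note: plate controls were Siah plus tracer with DMSO for no effect and tracer alone without Siah for full effect; strong numbers were not always called active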
# NTR1 agonist: agonists of NTR1, primary screen, imaging, U2OS cells, beta-arrestin-GFP, high content (AID 493036); Neurotensin receptor type 1 (Homo sapiens), P30989; NTR1-U2OS beta-arrestin-GFP spot imaging, agonist mode; activation, % at 20 µM; 0.17% of 330,000 active;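 active = activation at or above 40% of the spot to cytoplasm intensity ratio, with at least 20 cells analyzed; inconclusive = wells under 20 cells, flagged as cytotoxic or low count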;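 note: 0% = DMSO without peptide and 100% = 100 nM NTR1 peptide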
# Target sequence (P30989 whole entry, looked up): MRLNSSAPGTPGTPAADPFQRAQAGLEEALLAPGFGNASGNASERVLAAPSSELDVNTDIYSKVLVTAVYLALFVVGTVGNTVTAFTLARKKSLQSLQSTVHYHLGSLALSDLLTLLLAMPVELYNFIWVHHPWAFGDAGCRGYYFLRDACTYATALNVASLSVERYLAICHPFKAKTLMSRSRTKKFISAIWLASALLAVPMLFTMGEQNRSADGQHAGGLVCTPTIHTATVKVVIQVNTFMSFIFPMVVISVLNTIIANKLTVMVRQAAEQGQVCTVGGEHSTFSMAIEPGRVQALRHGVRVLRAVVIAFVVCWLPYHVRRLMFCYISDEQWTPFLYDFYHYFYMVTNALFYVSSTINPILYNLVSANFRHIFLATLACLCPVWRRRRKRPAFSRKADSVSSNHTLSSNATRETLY
# GPR55 LPI antagonism: GPR55 antagonists blocking LPI-driven arrestin recruitment, primary screen, imaging, U2OS, beta-arrestin-GFP, LPI agonist (AID 2013); 0.13% of 290,000 active; one-dose inhibition, % at 10 µM; IC50 in µM for titrated hits; U2OS GPR55 beta-arrestin-GFP translocation imaging, LPI antagonism; higher % means a stronger effect; G-protein coupled receptor 55 (Homo sapiens);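 active = spots per cell inhibited over 60%, with over 100 cells counted and total cytoplasm intensity under 500,000; inconclusive = wells with under 100 cells, flagged as likely toxic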;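 note: U2OS cells stably carrying GPR55 and arrestin-GFP stimulated by 5 µM LPI near EC80; imaged beta-arrestin-GFP aggregate spots per cell after agonist stimulation; plate controls were LPI-stimulated DMSO wells for no effect and DMSO wells without LPI for full effect; some results filed as inactive read as strong as hits; confirmed hits need IC50 under 10 µM and bright autofluorescent wells are also inconclusive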
# Myeloid diff 2: induction of myeloid progenitor differentiation, primary screen, cell-based, flow cytometry, MLPCN library | ER-HoxA9 myeloid progenitors, lysozyme-GFP differentiation | calls only at 10 µM | 1% of 360,000 active;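 active = normalized GFP-positive differentiation at or above the plate's own cutoff, the solvent-only control mean plus 3 SD; inconclusive = no clear call, values can overlap the other calls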;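 note: cells exposed to compound for four days before flow analysis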
# NTR1 agonist cell count 20 µM: recorded beside NTR1 agonist, whose call it bears; cell count; measured here: cell count, cytotoxicity flag
# Myeloid diff 2 GFP+ MAC1+ %: also measured in Myeloid diff 2; calls as there; GFP+ MAC1+ double positive, %; measured here: differentiation confirmed by MAC1 staining
# Active calls of the source: *; i = inactive; ? = inconclusive; . = no result given.
no.	Molecule	PhoP inhibition	GPR35 arrestin U2OS	LYP inhibition	Rac1 GTP hydrolysis	HIV peptide binding	SIAH1 antagonists	NTR1 agonist	NTR1 agonist cell count 20 µM	GPR55 LPI antagonism	Myeloid diff 2	Myeloid diff 2 GFP+ MAC1+ %
1	Cc1ccccc1C(O)c1ccccn1 (configuration not stated)	9%	-12%	-11%	7%	1.0%	0%	3.9	72	29%	i	1.0
2	Cc1ccc(C)c(NC(=S)Nc2cccnc2)c1	3%	-1%	1%	-2%	0.6%	1%	0.2	58	-6%	i	1.3
3	CS(=O)(=O)N1CCN(C(=O)Cc2ccccc2Cl)CC1	-5%	-12%	0%	13%	1.2%	20%	-0.5	60	0%	i	0.5
4	Cn1cc([N+](=O)[O-])c(C(=O)NNC(=O)c2ccc([N+](=O)[O-])cc2)n1	8%	-16%	2%	5%	0.7%	-1%	1.2	50	0%	i	0.6
5	COC(=O)c1sccc1-c1ccc(C(=O)Nc2ccccc2)o1	-12%	8%	1%	7%	-0.6%	1%	3.5	66	-1%	i	0.7
6	CC(C)c1nnc(NC(=O)CN2C(=O)c3ccccc3C2=O)s1	-5%	-2%	0%	2%	-0.2%	-1%	-0.2	58	9%	i	3.4
7	COc1ccc(NC(=O)CCCC2CCCCC2)c(OC)c1	1%	-11%	-4%	5%	-0.5%	3%	1.4	57	10%	i	0.4
8	Clc1ccc(/C=N\Nc2ccccc2)cc1	-6%	22%	-6%	0%	-0.2%	0%	0.6	42	12%	i	0.3
9	Cc1onc(-c2ccccc2Cl)c1C(=O)NCc1ccccc1F	-3%	-7%	-6%	8%	0.4%	6%	-0.9	49	7%	i	2.7
10	CCC(=O)N1Cc2ccccc2-c2ccccc2C1=O	10%	-11%	-2%	.	0.6%	2%	0.0	40	11%	.	.
11	S=C(NCCCN1CCOCC1)Nc1ccc(Nc2ccccc2)cc1	-6%	-11%	-3%	37%	-2.8%	2%	-0.7	43	-10%	i	0.2
12	CCn1c(=O)c(C(=O)NNS(=O)(=O)c2ccc(NC(=O)OC)cc2)c(O)c2ccccc21	-3%	7%	-9%	4%	4.7%	0%	-1.0	40	8%	i	0.9
13	CC(C)CC1Nc2ncnc(N3CCOCC3)c2N(Cc2ccc(Br)cc2)C1=O (configuration not stated)	-6%	.	.	3%	.	.	2.8	36	.	i	3.4
14	CC1(C)CC(=O)C2=C(C1)NC(SCC(=O)Nc1ccccc1)=C(C#N)C2c1ccco1 (configuration not stated)	15%	-15%	-8%	7%	-1.6%	1%	1.8	29	1%	i	1.3
15	COc1ccc(OC)c(CCNC(=O)CC2(CC3=NS(=O)(=O)c4ccccc4N3)CCCC2)c1	.	-20%	-6%	10%	0.5%	0%	-2.3	58	-7%	i	1.9
16	COc1cc(NC(=O)c2csc3c2CCCC3)ncn1	-4%	-9%	1%	20%	26%	0%	2.0	51	13%	i	4.0
17	CNC(=S)N(CCc1c(C)[nH]c2ccc(C)cc12)Cc1cc(OC)c(OC)c(OC)c1	0%	14%	-4%	14%	-2.7%	-1%	0.5	90	5%	i	2.5
18	Nc1nonc1-n1nnc(C(=O)N/N=C/c2c(Cl)cccc2Cl)c1CSC1=NCCS1	6%	3%	-2%	3%	-1.0%	0%	4.1	60	9%	i	1.0
19	O=C(Cc1cn2ccsc2n1)Nc1cccc2cnccc12	5%	0%	-6%	10%	2.9%	5%	-0.3	32	9%	i	0.5
20	O=C(Nc1ccnn1C1CCN(Cc2c(F)cccc2Cl)CC1)C1CCCC1	-5%	16%	-2%	5%	2.7%	-2%	0.5	54	8%	i	3.4
21	COc1ccc(COC[C@H](C)[C@H](O)[C@@H](C)[C@H]2OC(=O)[C@@H]2C)cc1	0%	.	.	5%	.	.	-2.1	55	.	i	0.6
22	Cc1ccc(CN(Cc2ccco2)S(=O)(=O)c2ccc(S(=O)(=O)NCC3CCCO3)cc2)cc1 (configuration not stated)	-4%	9%	-1%	4%	-0.5%	-1%	5.5	53	12%	i	0.8
23	O=C(NCc1ccncc1)C(=O)NCC1OCCN1S(=O)(=O)c1ccc(F)cc1 (configuration not stated)	-1%	0%	-3%	5%	2.0%	1%	-0.6	54	16%	i	0.7
24	COC(=O)c1ccc(NC(c2ccc(Cl)cc2)P(=O)(OC)OC)cc1 (configuration not stated)	-8%	8%	-5%	1%	-2.4%	-5%	-0.4	66	7%	i	0.2
25	COc1ccc(Cl)cc1NC(=O)C(C)NC(c1ccccc1)c1ccccc1 (configuration not stated)	-5%	5%	3%	6%	-1.7%	6%	1.4	53	0%	i	0.5
26	Cc1nn(-c2ccc3ccccc3c2)c(=O)c2ccccc12	1%	20%	-5%	-17%	0.0%	-2%	3.4	92	10%	i	0.2
27	O=C(CNC(=O)c1ccccc1)OCc1cccc([N+](=O)[O-])c1	11%	8%	-5%	-2%	-1.9%	9%	0.2	52	7%	i	0.2
28	Cc1ccc(C)c(N2C(=O)CC(N3CCN(Cc4ccc5c(c4)OCO5)CC3)C2=O)c1 (configuration not stated)	1%	-3%	-1%	-2%	-0.3%	-3%	0.0	58	3%	i	1.3
29	COc1cc2c(C(=O)N(C)c3ccc(F)cc3)cn(C)c(=O)c2cc1OC	3%	-4%	0%	3%	-0.4%	1%	-0.9	67	6%	i	2.1
30	CCC(CC)C(=O)Nc1c2c(nn1-c1ccc(C)cc1)CS(=O)(=O)C2	6%	5%	-11%	6%	-3.3%	1%	-1.1	88	-2%	i	0.1
31	COc1ccc(-c2noc(C(C)NC(=O)c3ccco3)n2)cc1OC (configuration not stated)	1%	5%	-9%	10%	-0.8%	3%	-0.7	58	6%	i	4.3
32	CC(=O)c1ccc(NC(=O)C(C)OC(=O)C2CC(=O)N(c3ccc4c(c3)OCCO4)C2)cc1 (configuration not stated)	4%	-2%	-6%	11%	-0.2%	10%	-0.2	57	11%	i	2.2
33	CC(=O)NC12CC3CC(C1)CC(C(=O)OCC(=O)Nc1ncc(Cl)cc1Cl)(C3)C2	-8%	.	.	11%	.	.	5.5	72	.	i	0.6
34	Cc1ccc(OCc2cc(C(=O)NCCn3cccn3)no2)cc1C	3%	-5%	-8%	11%	-0.4%	2%	-0.6	52	9%	i	0.9
35	O=C(Nc1ccn(Cc2ccccc2F)n1)c1ccc(COc2ccc(Br)cc2)cc1	15%	26%	-1%	1%	-0.1%	-4%	0.8	71	7%	i	0.6
36	CCN(CC)S(=O)(=O)N1CCC(C(=O)NCc2ccc(C)cc2)CC1	-5%	4%	-6%	2%	-2.2%	-1%	1.7	84	1%	i	7.1
37	CCOC(=O)CCCNC(=O)CCNC(=O)c1ccc(OC)cc1	-1%	-7%	3%	2%	3.6%	-2%	1.1	39	6%	i	2.7
38	O=C(NC1CCN(S(=O)(=O)c2ccc(Cl)cc2)CC1)c1cccnc1	-9%	-9%	-15%	8%	1.4%	0%	-0.5	45	-8%	i	0.8
39	CN1CCN(c2ccc(NC(=O)Cc3ccccc3)cc2)CC1	4%	0%	-4%	3%	2.7%	-3%	-1.8	48	-1%	i	2.1
40	O=C(CCC(=O)N1CCOc2ccccc21)NCc1ccccn1	.	2%	-1%	8%	0.6%	3%	-3.3	56	-11%	i	4.2

# A draw from above in order of molar mass, largest number first:
no.	Molecule	PhoP inhibition	GPR35 arrestin U2OS	LYP inhibition	Rac1 GTP hydrolysis	HIV peptide binding	SIAH1 antagonists	NTR1 agonist	NTR1 agonist cell count 20 µM	GPR55 LPI antagonism	Myeloid diff 2	Myeloid diff 2 GFP+ MAC1+ %
34	Cc1ccc(OCc2cc(C(=O)NCCn3cccn3)no2)cc1C	3%	-5%	-8%	11%	-0.4%	2%	-0.6	52	9%	i	0.9
21	COc1ccc(COC[C@H](C)[C@H](O)[C@@H](C)[C@H]2OC(=O)[C@@H]2C)cc1	0%	.	.	5%	.	.	-2.1	55	.	i	0.6
27	O=C(CNC(=O)c1ccccc1)OCc1cccc([N+](=O)[O-])c1	11%	8%	-5%	-2%	-1.9%	9%	0.2	52	7%	i	0.2

# Returning to the listing, starting four compounds before the break.
no.	Molecule	PhoP inhibition	GPR35 arrestin U2OS	LYP inhibition	Rac1 GTP hydrolysis	HIV peptide binding	SIAH1 antagonists	NTR1 agonist	NTR1 agonist cell count 20 µM	GPR55 LPI antagonism	Myeloid diff 2	Myeloid diff 2 GFP+ MAC1+ %
37	CCOC(=O)CCCNC(=O)CCNC(=O)c1ccc(OC)cc1	-1%	-7%	3%	2%	3.6%	-2%	1.1	39	6%	i	2.7
38	O=C(NC1CCN(S(=O)(=O)c2ccc(Cl)cc2)CC1)c1cccnc1	-9%	-9%	-15%	8%	1.4%	0%	-0.5	45	-8%	i	0.8
39	CN1CCN(c2ccc(NC(=O)Cc3ccccc3)cc2)CC1	4%	0%	-4%	3%	2.7%	-3%	-1.8	48	-1%	i	2.1
40	O=C(CCC(=O)N1CCOc2ccccc21)NCc1ccccn1	.	2%	-1%	8%	0.6%	3%	-3.3	56	-11%	i	4.2
41	CC(=O)Nc1ccc2ccccc2c1	-2%	19%	-9%	1%	1.6%	1%	-0.2	55	8%	i	0.6
42	COc1cc(/C=N/NC(=O)c2ccc(C)nc2)cc([N+](=O)[O-])c1O	-2%	8%	2%	7%	-3.3%	4%	-1.1	89	-1%	i	0.3
43	O=C(c1ccco1)[C@@H]1[C@@H]2C(=O)N(c3ccc(F)cc3)C(=O)[C@@H]2C2c3ccccc3C=CN21 (some centres not stated)	-17%	5%	-3%	.	-0.8%	10%	-0.4	46	24%	.	.
44	CN(C)c1ccc(CN2CCCCCC2)cc1	-2%	-23%	-10%	-6%	-1.3%	-1%	1.2	89	-7%	?	.
45	O=S1(=O)CCOC[C@H](CC2CCCCC2)N1Cc1ccccc1F	6%	0%	-5%	8%	-1.3%	0%	6.5	81	-2%	i	1.4
46	CCOC(=O)C(C)Oc1c(C(=O)OC)sc2ncccc12 (configuration not stated)	4%	12%	-4%	3%	-0.2%	4%	0.4	64	13%	i	0.4
47	CC(=O)c1ccc(S(=O)(=O)NCCC(=O)OC(C)C(=O)Nc2ccc(F)cc2)cc1 (configuration not stated)	6%	.	.	5%	.	.	-1.1	54	.	i	1.0
